Screening results (PubChem BioAssay)
PLCg1 inh – blocks human PLC-gamma1 enzyme activity; inhibition, % at 12.2 µM; purified PLC-gamma1, fluorogenic substrate, fluorescence; AID 720700; 0.84% of 370,000 active; P19174; in the data active means inhibition above about 9.5%
SMARCA2 activ – increases SMARCA2 function in MMTV reporter cells; activation, % at 9.1 µM; AID 652017; 1% of 370,000 active; MG213 cells, MMTV-luciferase reporter, dexamethasone, overnight; in the data active means activation above about 7.8%;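 further: 0% = vehicle wells and 100% = reference activator wells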
PLCb3 inh – PLC-beta3 (human) inhibition, primary screen; inhibition, % at 12.2 µM; Purified PLC-beta3, fluorogenic substrate, fluorescence; Q01970; 0.18% of 370,000 active; AID 720704; in the data active means inhibition above about 11%;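 further: 0% = median of compound wells on plate and 100% = full blocker control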
DAX1 inh-1 – DAX1 (NR0B1) inhibition, primary screen; AID 652010; HEK293T StAR-luciferase reporter, SF-1/DAX-1 repression relief; 1.1% of 370,000 active; inhibition, % at 6.8 µM;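 active means inhibition above the mean over all tested compounds plus 3 SD, cut at about 3.6% in these data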;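 further: 0% = DAX-1 cells with DMSO and 100% = cells lacking DAX-1 with DMSO; higher inhibition means more luminescence from relief of DAX-1 repression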
NR1D1 modulator – modulators of human Rev-erb alpha DNA binding; P20393; Rev-erbα–FITC-DNA binding, fluorescence polarization, 90 min; activity, % at 10 µM; 0.79% of 370,000 active;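 active means activity above about 14%, limit read from the data; passing the limit was not always enough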;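 further: 0% = DMSO wells with 35 nM protein and 100% = DMSO wells with 750 nM protein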
ADAM17 inh – ADAM17 inhibition, QFRET primary screen | P78536 | recombinant ADAM17, EDANS/DABCYL FRET peptide cleavage | inhibition, % at 6.95 µM | 0.83% of 370,000 active;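 active means inhibition above the mean of compounds lying between control limits plus 3 SD, set per campaign, cut at about 8.5% in these data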;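 further: 0% = DMSO-only wells as the low control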
MBD2 inh – inhibitors of human MBD2 binding to methylated oligonucleotide; inhibition, % at 4.4 µM; TR-FRET; Q9UBB5; 0.31% of 370,000 active; AID 686964; in the data active means inhibition above about 13%
Target sequence (Q9UBB5 whole entry, looked up): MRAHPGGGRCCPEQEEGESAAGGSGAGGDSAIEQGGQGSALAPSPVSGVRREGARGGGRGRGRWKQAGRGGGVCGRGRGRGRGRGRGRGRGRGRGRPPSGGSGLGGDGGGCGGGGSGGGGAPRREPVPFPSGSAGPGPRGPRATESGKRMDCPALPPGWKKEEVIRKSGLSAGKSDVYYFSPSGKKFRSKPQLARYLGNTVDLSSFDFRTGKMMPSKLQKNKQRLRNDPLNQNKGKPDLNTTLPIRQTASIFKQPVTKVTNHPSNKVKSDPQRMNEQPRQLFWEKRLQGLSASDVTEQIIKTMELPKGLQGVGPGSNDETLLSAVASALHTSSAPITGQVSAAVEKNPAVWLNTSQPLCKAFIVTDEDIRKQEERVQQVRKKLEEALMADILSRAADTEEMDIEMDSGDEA
DAX1 inh-2 – inhibits human nuclear receptor DAX1. inhibition, % at 6.75 µM. AID 504766. HEK293 Gal4-DAX1 luciferase reporter, luminescence. 0.99% of 340,000 active. P51843;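 active means inhibition above the mean over all tested compounds plus 3 SD, cut at about 4.2% in these data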;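 further: 0% = DAX1-transfected cells with DMSO and 100% = empty-vector control cells with DMSO; inhibition shows as a rise in luminescence from relieved DAX1 repression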
Target sequence (P51843 207-470 limits assumed): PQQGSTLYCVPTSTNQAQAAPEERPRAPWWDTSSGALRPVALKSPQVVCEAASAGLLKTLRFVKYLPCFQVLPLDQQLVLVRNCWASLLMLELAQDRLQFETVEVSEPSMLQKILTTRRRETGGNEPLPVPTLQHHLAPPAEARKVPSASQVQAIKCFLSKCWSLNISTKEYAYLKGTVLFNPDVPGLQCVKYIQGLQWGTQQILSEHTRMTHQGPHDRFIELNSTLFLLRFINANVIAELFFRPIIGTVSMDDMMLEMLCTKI
hgDAF12 agonist – activates the H. glycines DAF-12 receptor ligand-binding domain; HEK293 GAL4-hgDAF12 UAS-luciferase reporter, agonist luminescence; normalized to butyrate control; activation, % at 6.8 µM; 1.8% of 370,000 active; AID 687014;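 active means activation above a cutoff set at the mean of all screened compounds plus 3 SD, cut at about 10% in these data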;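 further: 0% = DMSO wells and 100% = sodium butyrate wells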
ssDAF12 agonist – activates DAF-12 receptor from parasite S. stercoralis; activation, % at 6.8 µM; HEK293 ssDAF-12/GRIP1 lit1-tk-luc reporter, luminescence; % of 3 µM dafachronic acid response; 1% of 370,000 active; AID 652126;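 active means activation above the mean over all tested compounds plus 3 SD, cut at about 0.9% in these data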;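 further: 0% = DMSO-only wells and 100% = 3 µM delta7-dafachronic acid wells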
hcDAF-12 act – activators of H. contortus DAF-12 nuclear receptor | HEK293 hcDAF-12 lit1-tk-luc reporter, luminescence; 0% DMSO, 100% Δ7-dafachronic acid | activation, % at 6.8 µM | 1.4% of 370,000 active | AID 652067;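 active means activation above the mean of all tested compounds plus 3 SD, cut at about 5.5% in these data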;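 further: 100% = response to 3 µM Δ7-dafachronic acid high control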
* marks the source's active call; other numbers are inactive results; i = inactive; nt = no result given; & = joins results of further samples. The order is random, and some 7.4% of all compounds hit somewhere here.

SMILES	PLCg1 inh	SMARCA2 activ	PLCb3 inh	DAX1 inh-1	NR1D1 modulator	ADAM17 inh	MBD2 inh	DAX1 inh-2	hgDAF12 agonist	ssDAF12 agonist	hcDAF-12 act
COc1ccccc1C(=O)NNC(=O)CN(C)S(=O)(=O)c1ccc(Cl)cc1	-0.1	-2.9	2.4	-0.4	4.0	-1.8	2.4	1.1	-2.5	-0.9	-0.2
O=S(=O)(CC(O)CS(=O)(=O)c1ccc(Cl)cc1)c1ccccc1 (stereo not given)	1.6	-0.4	-4.0	-0.4	4.2	-0.7	0.8	1.5	-0.9	-1.5	-0.5
Cc1c(Cl)cccc1NC(=O)c1nc(C)n(-c2cc(OC(C)C)c(Cl)cc2Cl)n1	6.7	2.0	-3.7	-0.8	4.2	1.8	-0.3	-0.4	0.0	-1.4	0.4
CN1CCN(CCC=C2c3ccccc3Sc3ccc(S(=O)(=O)N(C)C)cc32)CC1	1.6	4.7	-13.9	0.9	0.5&-2.9	-17.7	4.8	1.7	-1.8	-1.4	-0.9
CCN(CC)CCNC(=O)c1sc2ncn(CC(=O)Nc3ccc(C)c(Cl)c3)c(=O)c2c1C	3.8	7.8*	0.8	1.4	6.7	-0.2	-2.6	0.6	3.0	-0.9	0.2
O=S(=O)(c1ccc(Cl)cc1)N1CCCC1c1nc(-c2cccc(Cl)c2)no1 (stereo not given)	-1.1	-1.8	2.3	-0.5	2.6	-1.5	0.1	0.3	-1.1	-0.4	1.8
CCCN(CCC)C(=O)CCSCCC(=O)N(CCC)CCC	2.9	2.4	4.7	0.0	7.9	0.3	-3.4	2.4	-2.9	-1.5	-0.5
Oc1ccc[n+](/C=C\c2ccccc2)c1	-22.6	-0.8	-26.5	0.7	-3.4	-12.1	2.8	-0.3	-0.6	-1.2	-0.5
O=C1CNC(=S)N1CCc1ccc(Cl)cc1	-0.7	-5.5	-4.4	-0.7	-0.3	-6.5	0.0	-0.9	-0.7	-2.2	0.4
COc1ccccc1NS(=O)(=O)c1cc(NC(=O)COc2ccccc2)ccc1N1CCOCC1	-0.2	3.2	1.6	-0.8	-0.4	4.6	-4.3	-0.9	-3.2	-1.5	-1.8
COC(=O)c1cc(C(=O)OCC(=O)NNC(=O)c2cccs2)cc([N+](=O)[O-])c1	-3.2	-3.1	-5.5	-0.2	-7.2	-5.4	-5.3	-0.8	-1.1	-1.1	0.5
COc1ccc(NC(=O)C(c2ccccc2)n2c(=O)c(-c3ccco3)nc3ccccc32)cc1 (stereo not given)	-26.8	-5.0	-32.2	-0.9	-1.4	-14.1	-6.6	nt	-4.9	-0.2	-0.6
CCC(c1nnnn1-c1ccc2c(c1)OCCO2)N1CCN(c2ccccc2)CC1 (stereo not given)	3.6	-4.9	2.3	-2.1	0.5	6.0	1.2	nt	-0.4	-1.9	-3.1
CC(=O)c1cccc(NC(=O)COC(=O)c2ccccn2)c1	-0.1	-0.1	-1.1	0.2	0.0	2.3	1.4	0.2	1.5	-0.9	0.3
COc1ccc(CNCCCn2cnc3c(SC)ncnc32)cc1	0.4	-2.6	0.6	-0.5	-5.7	-3.0	-6.2	1.3	-2.1	-0.9	-1.6
COc1ccc(OC)c(C(=O)/C=C/c2ccccc2C(F)(F)F)c1	-39.0	-0.1	-48.4	-3.5	-1.3	2.9	3.6	-0.1	-0.9	-2.2	-4.1
COc1ccc(Cn2c(=O)n(Cc3ccco3)c(=N)c3c4c(sc32)COC(C)(C)C4)cc1	1.9	0.3	-5.8	-2.2	1.4	0.2	-2.1	-0.4	-4.3	-1.7	-2.5
Cc1cccc(C)c1NC(=O)C1(C)CN(S(C)(=O)=O)CC(=O)N1C1CC1 (stereo not given)	-1.0	-2.9	-2.0	0.3	0.3	-6.2	4.7	nt	-2.2	-0.4	-1.5
O=C(CCCN1C(=O)/C(=C/c2ccccc2)SC1=S)Nc1ccc(C(=O)O)c(O)c1	3.5	1.5	5.4	0.2	-5.7	-0.7	-5.3	0.6	-0.1	-1.4	0.6
COc1ccc(Nc2nnc(SCC3CCCO3)s2)cc1 (stereo not given)	2.5	4.2	-4.7	1.4	-1.1	-4.5	3.9	0.6	6.2	-0.7	-0.2

Overlap with the part before: 3 entries, then new ones.
SMILES	PLCg1 inh	SMARCA2 activ	PLCb3 inh	DAX1 inh-1	NR1D1 modulator	ADAM17 inh	MBD2 inh	DAX1 inh-2	hgDAF12 agonist	ssDAF12 agonist	hcDAF-12 act
Cc1cccc(C)c1NC(=O)C1(C)CN(S(C)(=O)=O)CC(=O)N1C1CC1 (stereo not given)	-1.0	-2.9	-2.0	0.3	0.3	-6.2	4.7	nt	-2.2	-0.4	-1.5
O=C(CCCN1C(=O)/C(=C/c2ccccc2)SC1=S)Nc1ccc(C(=O)O)c(O)c1	3.5	1.5	5.4	0.2	-5.7	-0.7	-5.3	0.6	-0.1	-1.4	0.6
COc1ccc(Nc2nnc(SCC3CCCO3)s2)cc1 (stereo not given)	2.5	4.2	-4.7	1.4	-1.1	-4.5	3.9	0.6	6.2	-0.7	-0.2
COc1ccc(C2=NN(C(=O)CSc3nnc(-c4ccccc4F)o3)C(c3ccco3)C2)cc1 (stereo not given)	6.5	-2.3	8.8	-0.1	-6.2	10.8*	1.7	0.4	0.6	-1.3	2.7
O=C(COc1ccc(S(=O)(=O)N2CCCC2)cc1Cl)NCc1ccc2c(c1)OCO2	6.3	1.5	3.4	-0.7	1.4	-0.8	2.1	-0.5	-0.2	-1.5	-0.7
O=C(N/N=C/c1c[nH]c2ccccc12)c1cccc([N+](=O)[O-])c1	5.1	-3.6	4.6	-0.6	-3.2	0.6	2.9	-0.4	2.4	0.4	10.2*
O=C(NNS(=O)(=O)c1ccc(Cl)cc1)c1cccc(S(=O)(=O)N2CCOCC2)c1	0.8	-5.9	-1.4	0.6	0.8	-4.1	8.1	-0.3	-4.5	-0.8	-1.8
CCC1(c2ccccc2)NC(=O)N(CC(=O)NCc2ccc(F)cc2)C1=O (stereo not given)	0.5	-0.6	-1.6	0.1	1.8	-0.7	-3.7	0.5	-1.2	-1.1	-1.1
CC(C)NC(=O)Nc1cccs1	-11.3	1.8	-9.9	-0.2	0.2	-3.9	-0.2	2.1	-1.9	-1.3	1.5
Cc1ccc(OC(C)C(=O)N/N=C/c2ccccn2)cc1 (stereo not given)	0.8	-0.3	0.9	0.3	3.8	-1.4	-1.6	-1.1	3.7	-0.7	0.0
Cc1c(C(=O)NCc2ccoc2)oc2ccc3c(c12)C(=O)CC(C)(C)O3	-15.8	0.5	-23.6	0.4	0.2	-79.7	0.7	-1.0	6.3	-0.7	1.0
COc1ccccc1C(=O)N1CCN(Cc2ccc3c(c2)OCO3)CC1	0.7	1.9	2.2	-0.6	6.0	-2.9	-0.5	-0.6	0.9	-1.6	-2.4
Cc1cccc(OCc2nnc(SCCC(=O)O)n2-c2ccccc2)c1	0.2	-0.6	-8.7	0.2	2.7	-4.5	4.3	2.3	-2.2	-0.5	-0.6
CC(=O)Nc1ccc(S(=O)(=O)NCC(=O)OCC(=O)N2CCc3ccccc32)cc1	13.3*	-2.6	1.5	0.8	-2.9	7.9	0.0	-0.3	-1.0	0.9*	4.5
CCOC(=O)Cn1nc(C)c(NC(=O)COc2ccc(OC)cc2)c1C	-0.1	-1.4	-8.3	0.5	-0.7	-3.4	-2.5	-0.1	-0.2	-1.7	0.1
O=C(NNC(=S)Nc1ccc(F)cc1)c1ccccc1OC(F)F	-1.8	-2.9	-4.1	-0.4	0.0	-1.9	-0.5	-0.8	0.2	-0.1	1.3
O=C(Nc1cccnc1Cl)c1ccc(=O)oc1	-8.0	-2.6	-20.8	0.2	-3.7	-18.6	0.1	1.5	0.3	-1.9	-0.3
COCCN1CCN(C(=O)c2cc(COc3ccc(F)cc3F)on2)CC1	-6.6	2.8	-8.4	-0.2	2.3	-2.2	2.4	0.0	4.4	-1.2	-4.4
Nc1c(Cl)cc(-c2[nH]c3cc(C(=O)NCCO)ccc3c(=O)c2O)cc1Cl	i	1.9	i	0.3	0.2	-19.5	-9.4	-0.2	-0.2	-1.6	0.2
COc1ccc(/C(N)=N/OC(=O)CC2CCCCC2)cc1	1.6	4.6	-4.2	1.0	4.9	-1.3	-2.4	1.7	1.4	-0.7	0.5
CCn1nc(NS(=O)(=O)c2ccc(NC(C)=O)cc2)c2cc3cc(C)ccc3nc21	-11.5	-1.5	-20.4	-0.1	0.2	-7.3	-7.1	1.0	1.7	-0.5	2.6
Cc1cccc(NC(=O)C2NC(=O)CC2c2ccccc2)c1C (stereo not given)	4.7	-1.1	1.4	-0.7	0.1	-0.3	0.0	0.1	-0.9	-0.6	2.1
COc1cc(NC(=O)c2ccc3c(c2)OCCO3)ccc1NC(=O)c1ccco1	-2.8	-1.6	4.4	-0.1	0.0	0.3	-3.0	-0.6	0.4	-1.2	-1.5
CCOC(=O)N1CCC(NS(=O)(=O)c2ccc(C)cc2)CC1	-2.0	0.1	-5.7	-0.4	-4.9	-3.1	-0.1	nt	-1.1	-1.3	-0.1
O=C(O)c1ccnc(C(=O)O)c1	-2.1	1.6	-3.1	-0.2	-2.5	-4.3	2.5	4.5*	2.4	-1.6	-1.7
COc1ccc2cc(CCNC(=O)c3cccc([N+](=O)[O-])c3)c(=O)[nH]c2c1	0.0	-0.3	-0.8	-1.4	1.2	-2.1	3.2	-0.9	-4.2	-2.2	-1.8
O=C(COC(=O)c1ccc2c(c1)OCCO2)NCc1ccc(Cl)cc1	-1.7	-0.8	0.2	1.2	2.7	-4.9	0.7	0.8	2.3	-1.4	0.3
O=C(NCC(c1ccco1)N1CCc2ccccc21)c1ccccc1Cl (stereo not given)	0.9	-1.0	-0.5	-1.6	11.7	0.8	-6.6	0.6	-3.9	-1.3	-2.1
CC(=O)Nc1c(Cl)cc2c(c1Cl)Cc1cc(N)ccc1-2	7.2	-6.4	3.6	-1.4	-0.7	0.1	-7.1	-0.8	3.5	-1.1	-0.9
COc1ccc(CCNC(=O)CCc2ccccc2O)cc1OC	-0.7	1.4	-6.0	-0.3	5.8	-1.9	0.0	-1.6	-1.0	-0.8	-0.5
O=C(O)c1cccc(S(=O)(=O)Nc2ccccc2Cl)c1	-0.7	0.5	1.1	0.0	3.2	-1.1	-6.2	0.1	-0.3	-0.6	-0.8

Three records drawn at random from those above:
SMILES	PLCg1 inh	SMARCA2 activ	PLCb3 inh	DAX1 inh-1	NR1D1 modulator	ADAM17 inh	MBD2 inh	DAX1 inh-2	hgDAF12 agonist	ssDAF12 agonist	hcDAF-12 act
O=C(Nc1cccnc1Cl)c1ccc(=O)oc1	-8.0	-2.6	-20.8	0.2	-3.7	-18.6	0.1	1.5	0.3	-1.9	-0.3
Cc1c(Cl)cccc1NC(=O)c1nc(C)n(-c2cc(OC(C)C)c(Cl)cc2Cl)n1	6.7	2.0	-3.7	-0.8	4.2	1.8	-0.3	-0.4	0.0	-1.4	0.4
COc1ccc(Nc2nnc(SCC3CCCO3)s2)cc1 (stereo not given)	2.5	4.2	-4.7	1.4	-1.1	-4.5	3.9	0.6	6.2	-0.7	-0.2
